# High-throughput results deposited in PubChem BioAssay by Sanford-Burnham Center for Chemical Genomics.
# H9c2 TAG inh – inhibitors of triacylglycerol accumulation | H9c2 cells, Nile Red lipid (TAG) fluorescence; cells loaded with 200 µM oleic acid | AID 651582 | actives 0.66% (n = 230,000) | inhibition, % at 12.5 µM;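 active = pattern-corrected inhibition of lipid staining of at least 50% with the nuclear-stain viability signal not falling by more than 50%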;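 note: 0% = DMSO wells and 100% = triacsin C control wells; some results filed as inactive read as strong as hits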
# H9c2 TAG inh DAPI viability – second read-out of H9c2 TAG inh, no call of its own (marks repeat the call); DAPI nuclei signal change (viability), lower = more cytotoxic, %;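 whole-well DAPI fluorescence read on a plate reader as a viability signal; minus 50 percent equals half of cells still viable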
# * hit, by the source's call.
molecule	H9c2 TAG inh	H9c2 TAG inh DAPI viability
O=C(NC1CCC(O)CC1)c1cccnc1Sc1ccccc1Cl (stereo not given)	-4	1
CCN1CCN(C(=S)NC(=O)/C=C/c2cccs2)CC1	-2	0
COc1cc(C(=O)NCC(c2cccs2)N2CCc3ccccc32)cc(OC)c1OC (stereo not given)	4	-5
CC(C)N1CC=C2C(C#N)=C(N)C(C#N)(C#N)C(c3ccccc3)C2C1 (stereo not given)	-107	14
Cn1c(N)c(C(=O)COC(=O)/C=C/c2ccccc2)c(=O)n(C)c1=O	3	-1
COc1cc2c(cc1OC)CN(CC(=O)Nc1ccccc1C#N)CC2	18	-4
CC(C)CN(C(=O)COC(=O)CCc1c[nH]c2ccccc12)C1CCS(=O)(=O)C1 (stereo not given)	-5	-10
O=C(NC(CC(=O)N1CCN(c2ccccc2)CC1)c1ccccc1)c1ccccc1 (stereo not given)	-26	6
Cc1ccc(N2C(=O)c3ccc(C(=O)Nc4cccnc4)cc3C2=O)c(C)c1	12	-6
Cc1cc(C)n(S(=O)(=O)c2cc(Cl)ccc2Cl)n1	-17	6
CC(=O)c1c(C)nn(C(=O)c2cccs2)c1C	-5	-1
CC(C)c1ccc(NC(=O)/C(C#N)=C/c2ccncc2)cc1	2	2
COC(=O)c1ccccc1NC(=O)c1ccc2c(c1)OCCCO2	-31	6
COc1ccc(OC)c(NC(=O)c2cccc(NC(=O)c3ccco3)c2)c1	5	-2
COC(=O)COc1ccc(C(c2c(C)[nH][nH]c2=O)c2c(C)[nH][nH]c2=O)cc1	-2	3
CCN(CC)c1ccc(-c2nc3cnccn3c2NC2CCCC2)cc1	-31	17
COc1ccc(-c2nnsc2N2C(=O)c3ccccc3C2=O)cc1	5	3
CCOC(=O)c1c(-c2ccc(C)o2)csc1NC(=O)CN1CCC(C(N)=O)CC1	32	-16
O=C(CCN1CCCC1Cc1ccccc1)c1ccc2c(c1)OCCO2 (stereo not given)	-11	6
C=CCc1cccc2cc(C(=O)NC3CCCCC3)c(=O)oc12	2	9
O=C(Oc1cccc(C(=S)N2CCOCC2)c1)c1cc([N+](=O)[O-])cc([N+](=O)[O-])c1	2	2
NS(=O)(=O)c1ccc(CCNC(=O)COC(=O)Cc2ccc(Cl)cc2)cc1	3	0
Cn1c(=NC(=O)c2ccccc2[N+](=O)[O-])sc2cccc(F)c21	10	-5
Cc1cc(C)c(C#N)c(N2CCCC(C(N)=O)C2)n1 (stereo not given)	-4	8
Cc1ccccc1NC(=O)c1cccc(NC(=O)c2ccco2)c1	15	-7

# The last 2 entries of the part before come first, to join the parts:
molecule	H9c2 TAG inh	H9c2 TAG inh DAPI viability
Cc1cc(C)c(C#N)c(N2CCCC(C(N)=O)C2)n1 (stereo not given)	-4	8
Cc1ccccc1NC(=O)c1cccc(NC(=O)c2ccco2)c1	15	-7
Cc1cc(C)cc(NC(=O)CN2CCN(C(=O)C3CCCO3)CC2)c1 (stereo not given)	-6	-5
COc1cc(C(=O)Oc2cc(C)cc(C)c2)cc(OC)c1OC	5	-3
COc1ccc(NC(=O)CSc2nc(N)cc(N)n2)cc1S(=O)(=O)N1CCCCC1	-15	8
CCCCNC(=O)C1(C)CCN1C(=O)c1c(F)ccc(C)c1F (stereo not given)	9	-2
CC(NCCc1ccc(O)cc1)C(O)c1ccc(O)cc1 (stereo not given)	-7	-1
Cc1cccn2c(=O)nc(SCC(=O)N3CCCCCC3)nc12	16	-4
Cc1ccc2c(CC(=O)NNC(=O)c3ccncc3)coc2c1	6	-9
CCc1cccc(Nc2c3c(nc4ncnn24)CCC3)c1	-44	7
CSc1nc(C)c(CCOC(=O)c2ccccc2)c(=O)[nH]1	12	-8
COc1ccc(CNC(=O)C2(C)Cc3c(-c4cccc(NC(C)=O)c4)ccnc3O2)cc1OC (stereo not given)	-9	2
O=C(c1ccc(NS(=O)(=O)c2cccc([N+](=O)[O-])c2)cc1)N1CCCCCC1	-2	-1
Cc1ccc2oc(-c3ccc(C)c(NC(=O)Cc4cccs4)c3)nc2c1	18	-6
Cc1ccc(CNC(=O)C2CC(=O)N(C3CCCCCC3)C2)cc1 (stereo not given)	14	-12
Cc1cc(C)n(CC(C)NCc2cn[nH]c2-c2ccc(C)c(C)c2)n1 (stereo not given)	0	2
C=CCOC(=O)/C(=C\c1ccccc1)NC(=O)c1ccco1	-9	9
O=C(CCC1CCCC1)Nc1nnc(-c2ccc3c(c2)OCO3)s1	-3	7
CCOC(=O)c1sc(NC(=O)C2CCCCC2)nc1C	10	0
CC(C)(O)C#CC#CCN1CCOCC1	5	-13
O=C(Cn1nc(Cc2cccnc2)c2ccccc2c1=O)NCCCN1CCCC1=O	-20	0
O=C(Nc1ccc(C(F)(F)F)cc1)c1cccc(-n2cnnn2)c1	-20	8
COc1cc(C(=S)N(C)C)ccc1O	31	-12
O=C(CSc1nc2[nH]ncc2c(=O)n1-c1ccc(Cl)c(Cl)c1)NCc1ccccc1Cl	2	-6
O=c1c2ccccc2ncn1Cc1nc2ccccc2s1	5	19
CC(OC(=O)C1CCCC1)C(=O)Nc1ccc(S(N)(=O)=O)cc1 (stereo not given)	22	-12
COC(=O)c1ccc(C23CC4(C2)[C@H](CN(CC2CCCCC2)[C@@H]4c2ccccc2)C3c2ccc(Cl)nc2)cc1 (stereo not given in full)	14	3

# 28 of these compounds, set out differently:
# Value order: H9c2 TAG inh | H9c2 TAG inh DAPI viability
O=C(NC1CCC(O)CC1)c1cccnc1Sc1ccccc1Cl (stereo not given)
    -4 | 1
CCN1CCN(C(=S)NC(=O)/C=C/c2cccs2)CC1
    -2 | 0
COc1cc(C(=O)NCC(c2cccs2)N2CCc3ccccc32)cc(OC)c1OC (stereo not given)
    4 | -5
CC(C)N1CC=C2C(C#N)=C(N)C(C#N)(C#N)C(c3ccccc3)C2C1 (stereo not given)
    -107 | 14
Cn1c(N)c(C(=O)COC(=O)/C=C/c2ccccc2)c(=O)n(C)c1=O
    3 | -1
COc1cc2c(cc1OC)CN(CC(=O)Nc1ccccc1C#N)CC2
    18 | -4
CC(C)CN(C(=O)COC(=O)CCc1c[nH]c2ccccc12)C1CCS(=O)(=O)C1 (stereo not given)
    -5 | -10
O=C(NC(CC(=O)N1CCN(c2ccccc2)CC1)c1ccccc1)c1ccccc1 (stereo not given)
    -26 | 6
Cc1ccc(N2C(=O)c3ccc(C(=O)Nc4cccnc4)cc3C2=O)c(C)c1
    12 | -6
Cc1cc(C)n(S(=O)(=O)c2cc(Cl)ccc2Cl)n1
    -17 | 6
CC(=O)c1c(C)nn(C(=O)c2cccs2)c1C
    -5 | -1
CC(C)c1ccc(NC(=O)/C(C#N)=C/c2ccncc2)cc1
    2 | 2
COC(=O)c1ccccc1NC(=O)c1ccc2c(c1)OCCCO2
    -31 | 6
COc1ccc(OC)c(NC(=O)c2cccc(NC(=O)c3ccco3)c2)c1
    5 | -2
COC(=O)COc1ccc(C(c2c(C)[nH][nH]c2=O)c2c(C)[nH][nH]c2=O)cc1
    -2 | 3
CCN(CC)c1ccc(-c2nc3cnccn3c2NC2CCCC2)cc1
    -31 | 17
COc1ccc(-c2nnsc2N2C(=O)c3ccccc3C2=O)cc1
    5 | 3
CCOC(=O)c1c(-c2ccc(C)o2)csc1NC(=O)CN1CCC(C(N)=O)CC1
    32 | -16
O=C(CCN1CCCC1Cc1ccccc1)c1ccc2c(c1)OCCO2 (stereo not given)
    -11 | 6
C=CCc1cccc2cc(C(=O)NC3CCCCC3)c(=O)oc12
    2 | 9
O=C(Oc1cccc(C(=S)N2CCOCC2)c1)c1cc([N+](=O)[O-])cc([N+](=O)[O-])c1
    2 | 2
NS(=O)(=O)c1ccc(CCNC(=O)COC(=O)Cc2ccc(Cl)cc2)cc1
    3 | 0
Cn1c(=NC(=O)c2ccccc2[N+](=O)[O-])sc2cccc(F)c21
    10 | -5
Cc1cc(C)c(C#N)c(N2CCCC(C(N)=O)C2)n1 (stereo not given)
    -4 | 8
Cc1ccccc1NC(=O)c1cccc(NC(=O)c2ccco2)c1
    15 | -7
Cc1cc(C)cc(NC(=O)CN2CCN(C(=O)C3CCCO3)CC2)c1 (stereo not given)
    -6 | -5
COc1cc(C(=O)Oc2cc(C)cc(C)c2)cc(OC)c1OC
    5 | -3
COc1ccc(NC(=O)CSc2nc(N)cc(N)n2)cc1S(=O)(=O)N1CCCCC1
    -15 | 8

# Additional entries:
molecule	H9c2 TAG inh	H9c2 TAG inh DAPI viability
CC1CC(C)CN(S(=O)(=O)c2ccc(Cl)cc2)C1 (stereo not given)	-18	2
O=C(c1cc(C2CC2)on1)N1CCN(c2ccccc2)CC1	13	-5
CCS(=O)(=O)n1nc(-c2ccc(C)cc2)nc1N	1	-6
CC(=O)OCC(=O)C1(O)CCC2C3CCC4=CC(=O)CCC4(C)C3(F)C(O)CC21C (stereo not given)	23	18
O=C(O)c1ccc(Cn2cc(Cl)cn2)cc1	-5	-1
O=C(c1cc([N+](=O)[O-])ccc1N1CCCCC1)N1CCCC1	5	-10
COc1ccc(S(=O)(=O)NCCOc2cccc3cccnc23)cc1OC	12	-7
O=C1CSC(c2cccc([N+](=O)[O-])c2)N1C1CC2CCC1C2 (stereo not given)	-10	4
O=Cc1ccc(OCC(=O)Nc2ccccc2-c2ccccc2)cc1	-24	-2
CCOC(=O)C1C(O)=CC(=O)CC1c1ccccc1 (stereo not given)	-3	13
Cc1cccc(NC(=O)CSc2nc(C)c(CC(=O)c3ccc(Br)cc3)c(C)c2C#N)c1C	43	-20
Cc1cc(C)c2cc(C#N)c(NCCCNC(=O)c3cccnc3)nc2c1	5	10
COc1cccc(N2CCN(C(=O)CC(NC(=O)c3ccccc3)c3ccccc3)CC2)c1 (stereo not given)	-10	-4
C/C(=N\Nc1nc(N)cc(Cl)n1)c1ccc(F)cc1	1	-6
Cc1nc(-c2ccccc2)sc1-c1nnc(C2CC2)o1	9	9
Cc1c(CN2CCC(CO)(CCOc3ccccc3)CC2)c(=O)n(-c2ccccc2)n1C	-5	-7
COC(=O)c1ccccc1NC(=O)CSc1ncccn1	3	2
Cc1ccc(C(=O)O)cc1NC(=O)c1ccc(Cn2nc(C)c(Cl)c2C)o1	16	-15
CN(C)S(=O)(=O)c1ccc2c(c1)c(=O)c(C(=O)N1CCOCC1)cn2C	5	-11
COc1ccccc1/C=C/C=c1\sc2nc(=O)c(Cc3ccccc3)nn2c1=O	1	0
CCOC(=O)N1CCC(NC(=O)c2cnc3n(c2=O)CCS3)CC1	4	0
O=C(Nc1ccccc1N1CCN(C(=O)c2ccc(Cl)cc2)CC1)c1cccnc1	9	-7
CC(C)C(=O)N(c1ccc2oc(=O)sc2c1)S(=O)(=O)c1cccs1	-14	3
CN(C(=O)c1ccc(NC(=O)Cc2ccc(NC(=O)C3CCCN(C(=O)c4ccccc4)C3)cc2)cc1)C1CC1 (stereo not given)	-6	5
COc1ccc(S(=O)(=O)Cc2ccc(C(=O)N3CC(C)CC(C)C3)o2)cc1 (stereo not given)	-3	-4
CC1CN(C(=O)[C@@H]2CCCN2S(=O)(=O)c2ccc(Cl)cc2)CC(C)O1 (stereo not given in full)	-4	3
Cc1ccc(NC(=O)CN(C)C(=O)C(C)OC(=O)CNC(=O)c2ccc(Cl)c([N+](=O)[O-])c2)cc1 (stereo not given)	-10	10
CCCS(=O)(=O)NC(=O)C1(C)CCCN(C(=O)CSc2ccccc2)C1 (stereo not given)	-5	1
CCOc1ccccc1C(=O)NCCCn1ccnc1	10	-4
COc1ccccc1-c1noc(-c2cccnc2)n1	13	-6
Cc1cccn2cc(CCNC(=O)Cc3cccs3)nc12	-1	-1
CCOC(=O)c1ccc(N2C(=O)CC(Sc3nnc(C)s3)C2=O)cc1 (stereo not given)	-13	2
CCCN(CC(=O)Nc1ccccc1C)C(=O)c1ccc(C2SCCS2)cc1	20	-6
CC(=O)N1CCN(c2ccc(NC(=O)COc3ccc(Cl)cc3Cl)cc2)CC1	-4	8
CC(=O)Nc1nc2c(F)cccc2s1	8	-6
Cc1cc(NC(=O)c2ccccc2F)n(-c2nc3ccccc3[nH]2)n1	64*	26*
Cn1cnnc1SCCOc1ccc(Cl)cc1	-3	3
NNC(=O)c1ccc(-c2cccc([N+](=O)[O-])c2)o1	3	13
COc1ccc(NC(=O)CN(C)C(=O)C23CC4CC(CC(C4)C2)C3)cc1	4	-8
COc1cccc(C(=O)N(Cc2cc3cc(C)ccc3[nH]c2=O)CC2CCCO2)c1 (stereo not given)	23	-7
CCCNC(=O)c1ccc(CN2CCOCC2)cc1	11	-9
Cc1ccc(C(=O)OCC(=O)NC2CCCCC2)o1	-10	4

# An excerpt; count on the stated rates, not on these rows.
